Bioassay records: PubChem, several laboratories
NOD2 RIPK2 PPI – inhibitors of human NOD2-RIPK2 interaction; O43353; CHO BLA complementation NOD2-RIPK2, CCF4 ratio; inhibition, % at 4.98 µM; 360,000 tested, 0.38% active; AID 624267; in the data active means inhibition above about 21%;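 further: 0% = vehicle only and 100% = reference blocker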
Target sequence (O43353 whole entry, looked up): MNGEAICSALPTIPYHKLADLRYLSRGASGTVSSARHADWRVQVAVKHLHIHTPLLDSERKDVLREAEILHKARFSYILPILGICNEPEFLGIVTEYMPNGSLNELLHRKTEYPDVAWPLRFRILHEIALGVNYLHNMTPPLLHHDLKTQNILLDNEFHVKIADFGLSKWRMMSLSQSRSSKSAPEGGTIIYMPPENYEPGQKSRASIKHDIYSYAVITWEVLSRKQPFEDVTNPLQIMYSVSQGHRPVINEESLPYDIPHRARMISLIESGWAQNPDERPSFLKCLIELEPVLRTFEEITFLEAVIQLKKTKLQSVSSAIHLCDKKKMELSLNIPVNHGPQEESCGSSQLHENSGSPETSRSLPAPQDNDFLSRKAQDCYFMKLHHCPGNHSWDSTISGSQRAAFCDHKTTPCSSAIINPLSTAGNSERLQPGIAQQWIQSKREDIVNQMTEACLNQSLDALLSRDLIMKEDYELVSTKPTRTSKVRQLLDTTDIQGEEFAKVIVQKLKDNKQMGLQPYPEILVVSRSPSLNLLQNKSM
ABHD5 PLIN5 PPI – ABHD5-PLIN5 protein interaction inhibition | Split G. princeps luciferase complementation, luminescence, 4 h | Q00G26+Q8WTS1 | 360,000 tested, 0.78% active | inhibition, % at 4 µM;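 active means inhibition above the mean inhibition across every tested compound plus 3 SD, cut at about 22% in these data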;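 further: 0% = DMSO only wells and the 100% control is not disclosed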
MC4R antag cAMP – blocks human MC4R cAMP signaling | P32245 | MC4R-expressing cells, MTII-stimulated cAMP, LANCE TR-FRET | inhibition, % at 6.5 µM | 360,000 tested, 0.48% active | AID 540295;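 active means inhibition above its plate's cutoff, the mean of tested wells on that plate plus 3 SD, cut at about 29% in these data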;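 further: 0% = Melanotan II alone and 100% = Melanotan II plus saturating MCL0020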
Target sequence (P32245 whole entry, looked up): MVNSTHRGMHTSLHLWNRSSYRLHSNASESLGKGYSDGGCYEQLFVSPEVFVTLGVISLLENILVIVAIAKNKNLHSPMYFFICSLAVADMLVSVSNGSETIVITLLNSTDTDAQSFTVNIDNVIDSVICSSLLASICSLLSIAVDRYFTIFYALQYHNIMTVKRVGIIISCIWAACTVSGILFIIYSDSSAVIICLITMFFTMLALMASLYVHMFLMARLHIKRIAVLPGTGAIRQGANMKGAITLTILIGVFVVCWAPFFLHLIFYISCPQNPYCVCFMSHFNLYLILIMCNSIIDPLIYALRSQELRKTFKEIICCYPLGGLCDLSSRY
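Assay system: U2OS cells stably expressing human melanocortin 4 receptor (MC4R) / Dosing: 6.5 µM / Timing: compound 30 min, challenge 1 h, detection 1 h / Measured by: Eu-cAMP/anti-cAMP TR-FRET, emission 671 nm / Replicates: singlicate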
Cardio protect – protects H9c2 cardiomyocytes from peroxide injury; protection from H2O2 cell death, % at 20 µM; H2O2 injury protection, ATPLite, 2 h; 360,000 tested, 0.63% active; AID 588492;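 active means compounds giving at least 50% protection of heart cells from peroxide-induced death in the single-dose screen, raw or plate-pattern-corrected value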;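 further: 0% = DMSO wells with peroxide and 100% = DMSO wells without peroxide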
MC4R ag barr – agonists of human melanocortin 4 receptor (MC4R) beta-arrestin. P32245. U2OS MC4R beta-arrestin complementation, luminescence; percent of melanotan II response, DMSO zero. activation, % at 8.9 µM. 360,000 tested, 0.98% active. AID 540308;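 active means activation above a per-plate cutoff, the mean activation of sample wells on that plate plus 3 SD, cut at about 8% in these data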
TLR9-MyD88 inh – inhibitors of human TLR9-MyD88 binding. AID 504734. 340,000 tested, 0.21% active. inhibition, % at 4.98 µM. CHO BLA complementation TLR9-MyD88, CCF4 FRET ratio. Q9NR96+Q99836;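 active means inhibition above the mean over all tested compounds plus 3 SD, cut at about 21% in these data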;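 further: 0% = DMSO only wells and 100% = clavulanate BLA inhibitor control wells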
N-glyco inh – N-linked glycosylation inhibition | D54 ERlucT glycosylation luciferase reporter, 24 h; percent of 100 nM tunicamycin response | reporter increase, % at 12.5 µM | 360,000 tested, 0.23% active | AID 588692;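 active means mean luciferase reporter signal, scaled so untreated is 0 and the glycosylation-blocking control 100, at or above a set limit in every replicate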;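 further: luciferase carries N-glycosylation sites so blocking glycosylation raises the light; 0% = median of neutral control wells and 100% = median of 100 nM tunicamycin wells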
NCOA2 inhibitor – inhibits human steroid receptor coactivator 2; HEK293 GAL4-SRC2 luciferase reporter, luminescence; inhibition, % at 9 µM; 370,000 tested, 0.17% active; Q15596;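 active means inhibition above the mean inhibition of all tested compounds plus 3 SD, set per campaign, cut at about 52% in these data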;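 further: 0% = DMSO treated cells and 100% = cells given Gossypol at 36 µM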
ABCB6 inh MLPCN – inhibitors of human ABC transporter ABCB6. fluorescence ratio to DMSO, % at 10 µM. K562-ABCB6 porphyrin accumulation, flow cytometry, 1 h; hits give low values. Q9NP58. 360,000 tested, 0.19% active;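 active means fluorescence ratio to DMSO below 75%, the collection mean minus 3 SD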;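 further: signal is porphyrin accumulated inside mitochondria; 100% equals median channel fluorescence of DMSO control wells; lower ratio means ABCB6 inhibition with less porphyrin fluorescence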
m5-HT2A agonist – activates the mouse 5-HT2A serotonin receptor | P35363 | CHO-K1 mHTR2A beta-arrestin complementation, luminescence; percent of 30 µM serotonin response | activation, % at 7.6 µM | 360,000 tested, 0.66% active;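 active means activation above a run cutoff, the mean activation of all tested compounds plus 3 SD, cut at about 14% in these data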;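 further: 0% = plate median of compound wells and 100% = 30 µM serotonin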
Numbers without * were called inactive; . = no result given.

SMILES	NOD2 RIPK2 PPI	ABHD5 PLIN5 PPI	MC4R antag cAMP	Cardio protect	MC4R ag barr	TLR9-MyD88 inh	N-glyco inh	NCOA2 inhibitor	ABCB6 inh MLPCN	m5-HT2A agonist
CCOc1ccc(/C=C2\SC(=S)N(CCC(=O)Nc3cccc(C(=O)O)c3)C2=O)cc1	-2	3	18	-9	0.6	-16	4	8	100	3
CCOC(=O)c1cc(-c2ccc(Cl)s2)[nH]n1	-10	-2	-2	-15	-0.5	-2	1	-28	97	1
COc1ccc(C2(C)NC(=O)N(CC(=O)Nc3ccc4ccccc4c3)C2=O)cc1OC (stereo not given)	4	0	4	4	-2.3	-4	-3	-8	95	2
Cc1ccccc1CNC(=O)C(=O)NCC1CCCN1S(=O)(=O)c1ccccc1 (stereo not given)	8	-2	-3	-4	-2.2	10	4	-5	95	-2
O=C1Nc2ccccc2-n2nnnc2C1N1CCCN(Cc2ccc(F)cc2)CC1 (stereo not given)	-8	-3	.	.	.	.	.	14	.	2
COc1ccc(N(C(C)=O)c2nc(C)cc(C)c2C#N)c(OC)c1	-7	-3	2	0	0.6	-1	4	-4	92	6
Cc1[nH]c2ccccc2c1CN1CCN(c2ccccn2)CC1	-17	2	5	8	-1.9	-5	-3	1	97	9
O=C(CNS(=O)(=O)c1ccc(F)cc1)N1CCCCCC1	-6	0	4	-5	-0.8	0	0	-47	99	8
CN(C)C(=O)CSc1nnc(-c2ccncc2)n1Cc1ccco1	-11	-1	5	-7	-3.4	-3	2	-10	101	13
CCOc1ccc(NC(=O)c2cc3c(=O)n(C)c4ccccc4c3n2C)cc1	1	10	-10	66*	-1.0	-15	1	-1	101	4
CCOC(=O)CNC(=O)CSc1nc(C(C)C)nc2c1cnn2-c1ccccc1	3	2	13	1	-1.1	-10	0	23	100	-8
CCCn1c(SCC(=O)c2ccc(OC)c(OC)c2)nc2c1c(=O)n(C)c(=O)n2C	-13	5	15	-8	-0.7	-2	0	-7	109	-1
O=C(CSc1nc2c(c(=O)n1-c1ccc(Cl)cc1)SCC2)Nc1nccs1	-4	4	10	-5	-1.9	-8	4	8	96	5
CCOc1cc(C=NNC(=O)c2cccc(S(=O)(=O)N3CCCC3)c2)ccc1O	-3	3	2	0	-0.6	-8	-3	-7	98	8
O=C(CSc1ccc(F)cc1)Nc1ccc(C2SCCS2)cc1	3	-10	11	-2	10*	.	1	-5	105	-4
CCN=C1SC(C(=O)Nc2cccc(C(=O)O)c2)CC(=O)N1CC (stereo not given)	-10	0	-4	8	-2.4	-1	2	-5	100	-3
COc1ccc(S(=O)(=O)Nc2ccc(Nc3ccccc3)cc2)cc1	6	3	3	-9	4.6	.	-2	27	91	-7
c1ccc(-n2c(-c3ccncc3)nnc2N2CCOCC2)cc1	1	-4	12	3	0.6	-3	1	-4	98	8
NC(=O)c1c(NC(=O)Cc2ccccc2)sc2c1CCN(Cc1ccccc1)C2	0	-4	5	-4	1.0	5	-4	25	95	-3
C=CCCC(=O)NC1CC(C)(C)Cc2c1cnn2-c1cccc(F)c1 (stereo not given)	0	2	18	-2	-1.2	10	-2	8	95	4
Nc1ccc([N+](=O)[O-])cc1C(=O)NNC(=O)c1ccco1	1	9	0	13	-0.3	-8	3	-19	92	-1
CC(OC(=O)/C=C/c1ccco1)C(=O)NC1CCCCC1C (stereo not given)	-4	-7	0	5	1.6	-5	0	24	97	7
CC(C)c1ccc(NC(=O)C(c2ccc3c(c2)OCO3)N2CCN(C(=O)c3ccco3)CC2)cc1 (stereo not given)	6	-6	22	2	1.2	4	-4	-20	93	-5
CC(C)N(C(=O)CSc1nnc(NC(=O)c2ccco2)s1)C(C)C	-7	1	-10	-7	-6.1	2	-2	14	98	4
C/C(=N\NC(=O)c1cccs1)C(C)(C)C	-14	-2	23	4	-0.7	-17	1	-46	97	-3

(cont.)
SMILES	NOD2 RIPK2 PPI	ABHD5 PLIN5 PPI	MC4R antag cAMP	Cardio protect	MC4R ag barr	TLR9-MyD88 inh	N-glyco inh	NCOA2 inhibitor	ABCB6 inh MLPCN	m5-HT2A agonist
C/C(=N\NC(=O)Cc1c[nH]c2ccccc12)c1ccc2ccccc2c1	0	0	23	-16	0.6	-5	4	2	97	-2
COc1ccc(-c2sc(Nc3ccccc3)n[n+]2C)c(C)c1C	3	-1	-2	-4	2.5	4	0	8	102	-1
COc1ccc(CN(Cc2ccc(C(=O)O)cc2)C(=S)Nc2ccccc2F)cc1OC	-5	-7	-3	16	-1.6	-24	1	2	105	3
CN(CCNC(=O)c1cccc(N2CCCC2=O)c1)Cc1ccccc1	-3	3	6	7	-0.3	5	-3	-10	93	-3
CC1=NN(/C(=N\c2nnc(C)s2)Nc2ccccc2)[C@H](c2cccc3ccccc23)S1	11	-5	-3	-8	-1.7	5	.	12	94	-6
Cc1ccc(Cn2ccc(NC(=O)C3C4CCC(C4)C3C(=O)O)n2)cc1 (stereo not given)	4	-4	3	-1	0.9	10	1	1	107	-4
Cc1noc(C)c1CSc1nc2sc(C)c(C)c2c(=O)n1C1CCCC1	-1	1	10	-12	-1.1	-3	-7	-23	97	1
COc1ccc(CCNC(=O)c2ccc(C)s2)cc1OC	5	2	1	0	-0.9	5	-3	3	99	3
Cc1ccnc(NC(=O)CSc2cc(=O)n(C)c3ccccc23)c1	-4	-1	-1	17	-0.7	3	1	-11	98	0
O=C(NNC(=S)Nc1ccccc1)c1ccccc1[N+](=O)[O-]	-7	3	2	-1	-0.8	11	0	-54	102	-2
Cc1ccsc1CN(C)C(=O)CCc1nnc(COc2ccccc2)o1	-5	-7	5	7	-1.4	-6	-2	-81	96	-2
O=C(c1cccc(NC2=NC3CS(=O)(=O)CC3S2)c1)N1CCN(c2ccc(F)cc2)CC1 (stereo not given)	-7	8	2	-2	-0.6	3	2	13	99	1
COc1cccc(-n2c(-c3ccco3)nc3nc4ccccc4nc32)c1	-1	-6	9	2	-0.6	-4	-1	-23	116	5
Cc1ccc(NC(=O)CCCc2ccccc2)nc1	2	-2	-2	-7	-3.2	-3	0	-58	98	-6
CC1(C)OC(C(O)(c2ccccc2)c2ccccc2)[C@@H](C(O)(c2ccccc2)c2ccccc2)O1 (stereo not given in full)	1	5	14	-27	-1.0	1	6	0	99	2
COc1ccc(-c2nnc(-c3cccs3)o2)cc1OC	-7	2	0	1	-1.0	-6	1	-54	97	-4
CN(C)C1CCCCC=CC(=O)NC1 (stereo not given)	-13	4	4	5	0.4	-8	1	-10	99	5
FC(F)(F)c1cccc(OCc2nnc3n2CCC3)c1	-9	-4	6	2	-2.0	4	4	6	95	1
CNC(=O)CC(C(=O)O)c1ccc(OCC(C)C)cc1 (stereo not given)	-9	6	9	1	-0.3	-14	1	-6	94	1
CCn1c(C)c2c(C)nnc(C)c2c1C	-12	3	3	9	-1.6	2	5	0	93	1
COc1ccccc1OCCNC1CCCC1	5	3	11	0	0.6	-6	0	-19	99	-4
Cc1c(NC(=O)C(Sc2ccccc2)c2ccccc2)cccc1[N+](=O)[O-] (stereo not given)	-16	-3	7	-11	0.9	-12	-5	-31	98	-10
CCOC(=O)N1CCN(CC(=O)Nc2sc(CC)cc2C(=O)c2ccc(OC)cc2)CC1	-16	3	-1	-2	-2.5	10	-5	16	93	-1
COCCCNc1nc2c(c(=O)n(Cc3ccc(Cl)cc3)c(=O)n2C)n1C	10	-7	8	17	1.2	-9	-1	-18	107	-5
O=c1oc2ccccc2cc1N1CCOCC1	-3	-4	-1	0	0.7	-11	5	-4	104	5

Sorted by length of the SMILES (largest number first): some entries from above.
SMILES	NOD2 RIPK2 PPI	ABHD5 PLIN5 PPI	MC4R antag cAMP	Cardio protect	MC4R ag barr	TLR9-MyD88 inh	N-glyco inh	NCOA2 inhibitor	ABCB6 inh MLPCN	m5-HT2A agonist
O=C(c1cccc(NC2=NC3CS(=O)(=O)CC3S2)c1)N1CCN(c2ccc(F)cc2)CC1 (stereo not given)	-7	8	2	-2	-0.6	3	2	13	99	1
Cc1c(NC(=O)C(Sc2ccccc2)c2ccccc2)cccc1[N+](=O)[O-] (stereo not given)	-16	-3	7	-11	0.9	-12	-5	-31	98	-10
COc1cccc(-n2c(-c3ccco3)nc3nc4ccccc4nc32)c1	-1	-6	9	2	-0.6	-4	-1	-23	116	5
O=C(NNC(=S)Nc1ccccc1)c1ccccc1[N+](=O)[O-]	-7	3	2	-1	-0.8	11	0	-54	102	-2
Cc1ccnc(NC(=O)CSc2cc(=O)n(C)c3ccccc23)c1	-4	-1	-1	17	-0.7	3	1	-11	98	0
Cc1ccsc1CN(C)C(=O)CCc1nnc(COc2ccccc2)o1	-5	-7	5	7	-1.4	-6	-2	-81	96	-2
CNC(=O)CC(C(=O)O)c1ccc(OCC(C)C)cc1 (stereo not given)	-9	6	9	1	-0.3	-14	1	-6	94	1
COc1ccc(-c2nnc(-c3cccs3)o2)cc1OC	-7	2	0	1	-1.0	-6	1	-54	97	-4
Cc1ccc(NC(=O)CCCc2ccccc2)nc1	2	-2	-2	-7	-3.2	-3	0	-58	98	-6
CCn1c(C)c2c(C)nnc(C)c2c1C	-12	3	3	9	-1.6	2	5	0	93	1

(listing goes on)
SMILES	NOD2 RIPK2 PPI	ABHD5 PLIN5 PPI	MC4R antag cAMP	Cardio protect	MC4R ag barr	TLR9-MyD88 inh	N-glyco inh	NCOA2 inhibitor	ABCB6 inh MLPCN	m5-HT2A agonist
O=C(NCCN1CCC(n2c(=O)[nH]c3ccccc32)CC1)c1cc(F)cc(F)c1	3	3	.	.	.	.	.	-5	106	9
CC1=CC2CC1C1C(=O)N(c3ccc(S(=O)(=O)Nc4nc(C)cc(C)n4)cc3)C(=O)C21 (stereo not given)	8	-9	7	0	-2.3	2	2	-14	98	-2
Cc1ccc(NC(=S)N/N=C/c2c(C)nn(-c3ccccc3)c2N2CCCC2)cc1	4	-8	12	0	8.6*	3	-9	12	98	-3
O=C(COC(=O)c1ccc2c(c1)OCO2)Nc1cccc(F)c1	-9	-5	0	-20	-0.3	-3	1	-5	92	-2
O=C(CNC(=O)OCc1ccccc1)OC(c1ccccc1)c1ccccc1	-5	1	0	-3	4.3	3	-4	25	369	0
O=S(=O)(NCCc1ccc(F)cc1)c1cccc2cccnc12	3	-1	0	0	0.5	.	1	8	96	-2
CN(Cc1ccc(Cl)c(Cl)c1)C(=O)C1=CC=CN2CCS(=O)(=O)N=C12	-3	-1	1	3	-0.8	-5	0	-2	104	8

A portion of the library; rates above refer to the full screens.
